# Sm TGR inh = inhibitors of Schistosoma mansoni thioredoxin glutathione reductase; purified TGR, DTNB reduction, TNB absorbance 405 nm; hit rate 3% among 360,000; AID 485364; Potency, µM (highest dose often 114 µM), for inactives: at the highest dose activity change, negative = inhibition, hits mostly inhibitors; further: nearly all actives have a fitted effect of over 60% in size
#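 Kinetic colorimetric format: TGR-catalysed, NADPH-driven DTNB reduction monitored via TNB absorbance. Enzyme dispensed at 20 nM; compound exposure 15 min at room temperature before reaction start.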
# TbPYK inhibitor = T. brucei pyruvate kinase inhibition. Q57TT1. TbPYK enzyme, Kinase-Glo Plus ATP luminescence, 45 min. Potency, µM (series often up to 76.8 µM), for the others: top-dose activity, negative = inhibition, most hits filed as inhibitors. hit rate 0.12% among 410,000. AID 624173; further: nearly all actives have a fitted effect of over 50% in size
#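 Enzyme and substrate buffer are dispensed first and compound is pin-transferred. ADP at 130 uM final then starts the reaction, which runs 45 min at room temperature. Detection reagent is added for 10 min before luminescence is imaged.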
# Numbers without * were called inactive; ? = inconclusive; [ ] = dose if it differs, or a comment. The call rests on the fitted dose curve; in most records, active means well fitted curve in the direction sought with a large enough effect; inconclusive means small, poorly fitted or top-dose-only effect, or another doubt; inactive means no such curve, though single readings can be large; an effect the other way counts as inactive or inconclusive. On the % scale 0 is the no-effect control and ±100 the full control effect; potency means the concentration at half of the fitted maximal effect. An excerpt. The share of hits here may be higher or lower than overall.
SMILES,Sm TGR inh,TbPYK inhibitor
Cc1cc(O)c(C(c2ccccc2)N2CCCCC2)c(=O)n1Cc1ccco1 (stereo unspecified),10µM*,-2%
CC1CCCN(CCCNC(=O)c2ccc3c(c2)N(Cc2ccc(Cl)cc2)C(=O)c2ccccc2S3(=O)=O)C1 (stereo unspecified),0%,-5%
Cc1cccc(NC(=O)CSc2nc(=O)n(Cc3cccnc3)c3c2CCC3)c1C,9%,-5%
CCOC(=O)c1ccccc1NC(=O)CSc1ncc(CO)n1Cc1ccc(C)cc1,-8%,-4%
CCc1ccccc1N1C(=O)N(CC(=O)c2ccc(OC)cc2)c2ccccc2S1(=O)=O,4%,6%
CCOC(=O)C1=C(C)N=C2SCCC(=O)N2C1c1ccc(OCc2ccccc2)c(OC)c1 (stereo unspecified),4%,2%
COC(=O)c1c(-c2ccc(Cl)cc2)noc1N1CCN(c2cccc(C)c2C)CC1,8%,1%
Cc1cccc(N2CCN(C(=O)Cn3c(-c4cccs4)cc4ccccc43)CC2)c1C,1%,3%
Cc1ccc(CNC(=O)c2c[nH]n3c(=O)c(Cc4ccc(F)cc4Cl)c(C)nc23)cc1,0%,-2%
Cc1ccc(CNS(=O)(=O)c2ccc(F)c(C(=O)Nc3ccc(C)c(F)c3)c2)cc1,6%,0%
CN(Cc1ccccc1)S(=O)(=O)c1ccc(F)c(C(=O)Nc2cc(Cl)cc(Cl)c2)c1,5%,0%
Cc1ccc(NC(=O)Nc2nnc(SCC(=O)N3CCCCC3)s2)cc1,1%,3%
COc1cc(Cl)c(C)cc1NC(=O)C1CCN(c2nc3ccccc3n3cccc23)CC1,-17%,1%
COc1ccc(CNC(=O)CN2C(=O)CCn3nc(-c4ccccc4)cc32)c(OC)c1,2%,-7%
O=C(COc1ccccc1F)Nc1ccc(Cl)c(-c2nc3ccccc3[nH]2)c1,-4%,5%
CCC(=O)Nc1ccc(CC)cc1-c1nc2ccccc2n(CC(=O)c2ccc(OC)cc2)c1=O,-2%,-2%
Cc1oc(-c2ccc(C(=O)NCc3cccc(F)c3)cc2)nc1COc1ccccc1,1%,-11%
CCN1CCN(C(c2ccccc2)c2c(O)cc(C)n(Cc3ccco3)c2=O)CC1 (stereo unspecified),4.5µM*,-5%
COc1ccc(NC(=O)Cn2c3ncccc3c(=O)n2-c2ccc(C)c(C)c2)c(OC)c1,-3%,-5%
CC(=O)N1c2nc(-c3ccco3)nn2C2(CCCCC2)[C@@H]2CCCC[C@@H]21,?,-2%
CCOc1ccc(-n2c(=O)c3c4c(sc3n(Cc3cccc(Cl)c3)c2=O)CCCC4)cc1,0%,-9%
CCC(Sc1nncn2c1cc1sccc12)C(=O)Nc1cccc(OC)c1 (stereo unspecified),7%,4%
CCN1C(=O)c2ccccc2Sc2ccc(NC(=O)COc3ccc(Cl)cc3)cc21,11%,0%
O=C(COc1ccc(F)cc1)NC1CC(=O)N(c2ccc3c(c2)OCCO3)C1 (stereo unspecified),7%,-2%
Cc1nn(CC(=O)NCc2ccccc2Br)c(=O)c2cc3occc3n12,1%,-8%

# Part of the list above, with each value named:
> CCOc1ccc(-n2c(=O)c3c4c(sc3n(Cc3cccc(Cl)c3)c2=O)CCCC4)cc1
  Sm TGR inh: 0%	TbPYK inhibitor: -9%
> CCC(Sc1nncn2c1cc1sccc12)C(=O)Nc1cccc(OC)c1 (stereo unspecified)
  Sm TGR inh: 7%	TbPYK inhibitor: 4%
> CCN1C(=O)c2ccccc2Sc2ccc(NC(=O)COc3ccc(Cl)cc3)cc21
  Sm TGR inh: 11%	TbPYK inhibitor: 0%

# Following part.
SMILES,Sm TGR inh,TbPYK inhibitor
CCOc1ccccc1CNC(=O)CN1C(=O)CCn2nc(-c3cn(C)c4ccccc34)cc21,1%,-6%
CC(=O)c1ccc(NC(=O)c2ccc(-c3nc(CSc4ccccc4)c(C)o3)cc2)cc1,?,0%
COc1cc(OC)cc(N2C(=O)N(Cc3ccc(C(C)(C)C)cc3)c3ccccc3S2(=O)=O)c1,13%,3%
COc1ccc(C2c3c(n(C)c4ccccc34)C(=O)N2CC(=O)Nc2cccc(Cl)c2)cc1 (stereo unspecified),-4%,4%[15.4 µM]
Cc1coc2c1c(C)cc1oc(=O)c(CC(=O)NCCc3ccc(Cl)cc3)c(C)c12,1%,0%
COc1ccc(CCNC(=O)CCn2c(=O)c3cccn3c3cccnc32)c(OC)c1OC,-1%,2%
CCC(Sc1nc2c(sc3ccccc32)c(=O)n1CCc1ccccc1)C(=O)N(CC)CC (stereo unspecified),15%,-3%
COc1ccccc1N1CCN(c2nc3c(S(=O)(=O)c4ccc(C)c(C)c4)nnn3c3ccc(Cl)cc23)CC1,-2%,0%
CC(=O)N1CCc2c(sc3c2c(=O)n(CCc2ccccc2)c(=O)n3Cc2ccccc2C)C1,5%,4%
Cc1ccc(CCNC(=O)c2ccc3c(c2)N(Cc2cccc(Cl)c2)C(=O)c2ccccc2S3(=O)=O)cc1,15%,-3%
Cc1ccc(C(=O)c2sc(Nc3ccc(F)cc3)c(C#N)c2N)cc1,5%,-3%
Oc1cccc(-c2nc3ncccn3c2Nc2cccc(C(F)(F)F)c2)c1,1%,6%
CCc1ccccc1N(c1nc(-c2ccc(OC)c(OC)c2)no1)c1nc(-c2ccc(OC)c(OC)c2)no1,-2%,0%
CCOC(=O)C1(C)C=C(Nc2ccc(C)cc2)C(=O)N1c1ccccc1 (stereo unspecified),6%,-2%
CC(=O)Nc1ccccc1-c1nc2ccccc2n(CC(=O)Nc2cccc(C(F)(F)F)c2)c1=O,-7%,2%
CC1=C(c2ccc(C(C)C)cc2)S(=O)(=O)NC1=NCc1ccccc1C,7%,-7%
COc1cc2nc(SCC(=O)Nc3c(C)cc(C)cc3C)n3nc(CCn4c(C)nc5ccccc54)nc3c2cc1OC,-2%,3%
Cc1cccc(Cn2cc3c(=O)n(CC(=O)Nc4cccc(C)c4C)nc-3c3cc(F)ccc32)c1,-7%,3%
CSc1nnc2c(n1)OC(c1cccc(O)c1Cl)Nc1ccccc1-2 (stereo unspecified),-13%,2%
CCOC(=O)c1[nH]c(C)c(CCC(=O)NCc2ccc(CC)cc2)c1C,0%,2%
CCC(Oc1ccccc1-c1nnc(-c2ccccc2)o1)C(=O)Nc1ccc(C(C)=O)cc1 (stereo unspecified),4%,1%
CCOc1ccc(CCNC(=O)c2ccc3c(c2)N(Cc2ccc(F)cc2)CCS3)cc1,-10%,0%
COc1ccc(Cc2nc3ccc(C(=O)NCCc4ccc(OC)c(OC)c4)cc3o2)cc1,1%,-3%
CCOC(=O)c1c(NC(=O)c2ccccc2C)sc2c1CCCC2,12%,-7%
Fc1ccc(F)c(Nc2c3c(nc4ccc(Cl)cc24)CCC3)c1,0%,4%
SMILES,Sm TGR inh,TbPYK inhibitor
CCc1ccc(S(=O)(=O)c2nnn3c2nc(Nc2ccc(C)c(Cl)c2)c2sccc23)cc1,4%,2%
Cc1ccc(NC(=O)C2CCCN(S(=O)(=O)c3c(C)n[nH]c3C)C2)cc1Cl (stereo unspecified),?,-2%
O=C(c1ccc(Cl)cc1)N1CCC(c2nc3ccccc3o2)CC1,3%,1%
CCOC(=O)c1c(C)[nH]c(C)c1S(=O)(=O)N1CCC(C(=O)N2CCN(c3cccc(C)c3)C(C)C2)CC1 (stereo unspecified),-17%,-5%
CCCNC(=O)C1CCC(Cn2c(=O)c3sccc3n(CC(=O)Nc3ccccc3C)c2=O)CC1 (stereo unspecified),0%,2%
O=C(OCC1CCCO1)c1ccc2c(c1)N(Cc1ccccc1)C(=O)c1ccccc1S2(=O)=O (stereo unspecified),7%,0%
CCc1ccc(-c2nn(CC(=O)NC3CCCC3)c3c2cnc2ccc(F)cc23)cc1,2%,-1%
COc1ccc(CNc2oc(-c3ccc(COc4ccccc4C)o3)nc2C#N)cc1,-2%,1%
COc1ccc(NC(=O)C2CCCN(c3ncnc4onc(C)c34)C2)cc1OC (stereo unspecified),1%,4%
Cc1ccc(-n2c(=O)c3c(c4cc(C)ccc4n3C)n(CC(=O)NCc3ccccc3)c2=O)cc1,-3%,3%
Cc1nc2c(C(=O)NCCc3ccc(Cl)cc3)c[nH]n2c(=O)c1Cc1ccc(Cl)cc1,-4%,-4%
Cc1ccc(N2CCN(C(=O)c3c(C)oc4ncn(CC(C)C)c(=O)c34)CC2)c(C)c1,5%,-1%
COc1cccc(OCCn2c(-c3ccc(Cl)cc3)nc3ccccc3c2=O)c1,4%,1%
COc1ccc(NC(=O)c2cc3cc(C)ccc3n2C)cc1,0%,0%
Cc1c(-c2nc(-c3ccccc3)no2)nnn1-c1ccc(F)c(Cl)c1,1%,4%
COCCCn1c(=N)c(C(=O)NC2CCCC2)cc2c(=O)n3cccc(C)c3nc21,-9%,7%
O=C(Cc1ccc(Cl)cc1)Nc1ccc2nn(-c3ccccc3)nc2c1,2%,1%
O=C(CSc1nc(=O)[nH]c2c1CCC2)NCc1ccccc1,5%,-8%
Cc1cccc(N2CCN(C(=O)CN3C(=O)CSc4c3c(C)nn4-c3ccccc3)CC2)c1C,3%,2%
CCOC(=O)C1CCC(CN(Cc2ccccc2)S(=O)(=O)c2ccc(Cl)cc2)CC1 (stereo unspecified),0%,-5%
COc1ccc(C(=O)CCC(=O)Nc2ccc(OC)c(Cl)c2)cc1,3%,3%
Cc1ccc(CN(C(=O)c2ccccc2F)c2ccccn2)o1,45µM*,-21%
O=c1n(Cc2ccccc2Cl)c2ccccc2c2nc(-c3ccccc3)nn12,2%,2%
Cc1cc(C)cc(NC(=O)Cn2c(=O)n(Cc3ccc4c(c3)OCO4)c(=O)c3oc4ccccc4c32)c1,-2%,-7%
Cc1ccccc1OCC(=O)N(Cc1ccc(N(C)C)cc1)CC1CCCO1 (stereo unspecified),0%,0%
SMILES,Sm TGR inh,TbPYK inhibitor
COc1ccc(Nc2nc3ccccc3nc2NS(=O)(=O)c2ccc(Cl)cc2)cc1OC,-23%,-7%
CCn1cc(C(=O)NCc2ccc(C)cc2)c(=O)c2cc(S(=O)(=O)N(C)C3CCCCC3)ccc21,?,0%
COc1cc(NC(=O)CN2C(=O)c3ccccc3Sc3ccc(C(=O)N4CCCC4)cc32)cc(OC)c1,0%,-5%
O=S(=O)(Nc1ccc(C(F)(F)F)cc1)c1ccc2c(c1)OCCO2,6%,9%
CCOc1ccccc1CNC(=O)c1ccc2c(c1)sc1nc(-c3cccc(OC)c3)cn12,2%,-2%
CCOC(=O)COc1ccc(F)cc1C(=O)c1ccn2nc(-c3ccc(C)cc3)cc2n1,-2%,-1%
Cc1ccc(N(Cc2cccs2)C(=O)c2ccccc2[N+](=O)[O-])cc1,3%,2%
CCCCNC(=O)c1ccc2c(c1)N=C(CC)c1ccccc1S2,6%,1%
O=C(CSc1c2c(nc3ccc(Cl)cc13)CCCC2)N1CCCCC1,-3%,-1%
CN(C)c1ccc(CNC(=O)CN2C(=O)C3CCCCN3c3ccc(C(=O)N4CCCC4)cc32)cc1 (stereo unspecified),-29%,0%
CSc1ccc(CCNC(=O)NCc2noc3ccccc23)cc1,-2%,-3%
Cc1ccc(-c2nc(C)c(CCNC(=O)C(=O)Nc3ccc4c(c3)OCCO4)s2)cc1,4%,3%
COc1ccc(C(=O)c2oc3ccccc3c2NC(=O)c2nc(SC)ncc2Cl)cc1Cl,2%,-1%
CC(=O)Nc1ccc(S(=O)(=O)N2CCC(c3ccncc3)CC2)cc1,6%,0%
O=C(CN1C(=O)COc2ccc(S(=O)(=O)Nc3ccccc3)cc21)NCc1ccccc1Cl,2%,0%
CCc1cc2c(cc3c(=O)n(CC(=O)N4CCCCC4)nc(CC)n32)s1,6%,4%

# Structures listed so far that contain an aryl thioether with sulfur outside any ring, in the order listed:
SMILES,Sm TGR inh,TbPYK inhibitor
Cc1cccc(NC(=O)CSc2nc(=O)n(Cc3cccnc3)c3c2CCC3)c1C,9%,-5%
CCOC(=O)c1ccccc1NC(=O)CSc1ncc(CO)n1Cc1ccc(C)cc1,-8%,-4%
Cc1ccc(NC(=O)Nc2nnc(SCC(=O)N3CCCCC3)s2)cc1,1%,3%
CCC(Sc1nncn2c1cc1sccc12)C(=O)Nc1cccc(OC)c1 (stereo unspecified),7%,4%
CC(=O)c1ccc(NC(=O)c2ccc(-c3nc(CSc4ccccc4)c(C)o3)cc2)cc1,?,0%
CCC(Sc1nc2c(sc3ccccc32)c(=O)n1CCc1ccccc1)C(=O)N(CC)CC (stereo unspecified),15%,-3%
COc1cc2nc(SCC(=O)Nc3c(C)cc(C)cc3C)n3nc(CCn4c(C)nc5ccccc54)nc3c2cc1OC,-2%,3%
CSc1nnc2c(n1)OC(c1cccc(O)c1Cl)Nc1ccccc1-2 (stereo unspecified),-13%,2%
O=C(CSc1nc(=O)[nH]c2c1CCC2)NCc1ccccc1,5%,-8%
O=C(CSc1c2c(nc3ccc(Cl)cc13)CCCC2)N1CCCCC1,-3%,-1%
CSc1ccc(CCNC(=O)NCc2noc3ccccc23)cc1,-2%,-3%
COc1ccc(C(=O)c2oc3ccccc3c2NC(=O)c2nc(SC)ncc2Cl)cc1Cl,2%,-1%
